MBD2 inh = inhibitors of MBD2 binding to methylated DNA, primary screen, biochemical, TR-FRET, DNA-binding domain, human. Methyl-CpG-binding domain protein 2 (Homo sapiens), Q9UBB5. MBD2 binding to methylated oligonucleotide. inhibition, % at 4.4 µM. actives 0.31% (n = 370,000). AID 686964, 2013; in the data active = inhibition above about 13%
HTRA1 inh = HTRA1 serine protease inhibitors, primary screen, biochemical, fluorescence polarization, HTS | recombinant HTRA1, FP-rhodamine activity-based probe | inhibition, % at 5.96 µM | actives 0.5% (n = 340,000) | AID 504803, 2011; in the data active = inhibition above about 36%;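 also: 0% = enzyme with DMSO and 100% = wells lacking enzyme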
mABHD4 FP = ABHD4 inhibitors, primary screen, biochemical, fluorescence polarization, mouse. purified mABHD4, FP-Rh probe fluorescence polarization. inhibition, % at 8.92 µM. actives 0.54% (n = 370,000);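 active = inhibition exceeding the mean over every tested compound plus 3 SD, cut at about 30% in these data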;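 also: 0% = plate median of compound wells and 100% = S159A mutant with DMSO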
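Test system: mABHD4 protein | Buffer or medium: HEPES pH 7.0 buffer, 150 mM NaCl, 0.01% Pluronic F-127 | Probe or stimulus: FP-Rh fluorescent activity-based probe, added after compound pre-incubation | Timing: Pre-incubation 45 min, probe exposure 60 min, at 25 °C | Technique: Fluorescence polarization, excitation 525 nm, emission 598 nm, BODIPY TMR filters | Repeats: Single well per compound (singlicate)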
SIAE primary = human SIAE inhibitors, primary screen, biochemical, fluorescence polarization, FP-Rh probe, 1536-well HTS; AID 1053197, 2014; SIAE FP-Rh probe binding; inhibition, % at 9.66 µM; Sialate O-acetylesterase (Homo sapiens), Q9HAT2; actives 0.69% (n = 370,000);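 active = inhibition above a cutoff: mean of compounds within the control limits plus 3 SD of those, cut at about 17% in these data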;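 also: 0% = plate median of compound wells and 100% = probe without SIAE protein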
Target sequence (Q9HAT2 whole entry, looked up): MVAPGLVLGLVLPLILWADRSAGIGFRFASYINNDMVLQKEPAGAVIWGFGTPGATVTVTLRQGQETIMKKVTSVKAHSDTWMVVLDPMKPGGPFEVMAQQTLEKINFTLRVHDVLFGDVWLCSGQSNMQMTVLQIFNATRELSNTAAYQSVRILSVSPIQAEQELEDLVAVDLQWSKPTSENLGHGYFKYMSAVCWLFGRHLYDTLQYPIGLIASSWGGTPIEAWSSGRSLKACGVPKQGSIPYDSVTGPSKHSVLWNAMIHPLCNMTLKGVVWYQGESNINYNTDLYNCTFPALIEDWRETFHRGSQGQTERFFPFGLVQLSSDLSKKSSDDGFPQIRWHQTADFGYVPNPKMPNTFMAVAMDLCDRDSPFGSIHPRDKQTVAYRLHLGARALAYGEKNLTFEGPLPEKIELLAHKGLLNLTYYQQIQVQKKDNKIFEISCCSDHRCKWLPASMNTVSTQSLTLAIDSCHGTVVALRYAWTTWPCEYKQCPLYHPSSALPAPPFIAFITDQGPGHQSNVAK
TCR CD3 inh = inhibitors of human TCR-CD3 interaction, primary screen, biochemical, fluorescence, TAMRA-labeled TCR probe | inhibition, % at 9.4 µM | actives 0.37% (n = 360,000) | AID 651800, 2012; in the data active = inhibition above about 19%;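 also: recombinant mutant TCR 2C K166C tagged with TAMRA read by polarization; 0% = receptor in buffer alone and 100% = receptor with positive control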
GC-B act = human GC-B receptor activators, primary screen, HEK293 GC-B cells, cGMP TR-FRET, EC30 CNP; Atrial natriuretic peptide receptor 2 (Homo sapiens), P20594; 0% at EC30 CNP, 100% saturating CNP; activation, % at 10 µM; actives 0.11% (n = 370,000); AID 1920062, 2024;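 active = activation at 10 µM reaching about 35% in either raw or pattern-adjusted values, limit read from the data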
LEDGF integ inh = blockers of LEDGF/p75-dependent integrase strand transfer – biochemical, TR-FRET, high throughput, primary screen | TR-FRET IN-LEDGF/p75 DNA integration, Eu/Cy5 | inhibition, % at 3.7 µM | actives 0.64% (n = 370,000);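 active = inhibition above the screen-wide mean plus 3 SD, cut at about 13% in these data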;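 also: signal is the Cy5 over europium emission ratio at 671 and 618 nm; 0% = plate median of compound wells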
PRMT1 FP inh = PRMT1 methyltransferase inhibitors, primary screen, biochemical, fluorescence polarization. Protein arginine N-methyltransferase 1 (Homo sapiens), Q99873. recombinant PRMT1, activity-based probe fluorescence polarization. inhibition, % at 2.79 µM. actives 1.3% (n = 370,000);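 active = inhibition above about 21% made by adding two undisclosed values, limit read from the data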
rCAG RNA binder = binders of r(CAG) RNA repeats, primary screen, biochemical, fluorescence. r(CAG) RNA repeat, TO-PRO-1 dye displacement fluorescence. inhibition, % at 3 µM. actives 1.3% (n = 370,000);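 active = inhibition above the plate cutoff, the mean of all test compounds on that plate plus 3 SD, cut at about 35% in these data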;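 also: 0% = DMSO alone and 100% = 100 µM mitoxantrone as full dye displacement; higher means more dye released from RNA so lower well fluorescence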
TDP2 inh = human TDP2 enzyme inhibitors, primary screen, biochemical, epi absorbance, recombinant enzyme. AID 720702, 2013. Tyrosyl-DNA phosphodiesterase 2 (Homo sapiens), O95551. inhibition, % at 12.8 µM. T5PNP hydrolysis, p-nitrophenol absorbance 415 nm. actives 0.34% (n = 370,000);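 active = inhibition above the mean of all tested compounds plus 3 SD, set per campaign, cut at about 25% in these data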;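 also: 0% = DMSO with enzyme and 100% = buffer with substrate but no TDP2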
Target sequence (O95551 whole entry, looked up): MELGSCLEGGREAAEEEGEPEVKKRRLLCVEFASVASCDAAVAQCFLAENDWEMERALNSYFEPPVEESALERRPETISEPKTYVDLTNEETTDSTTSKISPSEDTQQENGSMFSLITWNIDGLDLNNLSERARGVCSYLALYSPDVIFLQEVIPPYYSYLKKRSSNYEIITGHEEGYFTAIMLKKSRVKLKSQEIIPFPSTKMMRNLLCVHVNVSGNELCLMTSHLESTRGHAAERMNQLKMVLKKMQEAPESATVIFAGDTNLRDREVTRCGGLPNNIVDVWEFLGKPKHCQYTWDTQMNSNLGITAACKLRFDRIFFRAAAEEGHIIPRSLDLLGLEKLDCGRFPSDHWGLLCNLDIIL
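test system = human TDP2 enzyme | input = TDP2 enzyme at 120 nM final | medium = 50 mM Tris-HCl pH 7.5 with Mg2+, KCl, DTT, BSA | also added = T5PNP substrate, 5 mM | times = 2 h at 37 °C | technique = epi absorbance | benchmarks = high control without enzyme, low control DMSO plus TDP2 | replication = each compound tested once, singlicate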
The depositor's hits bear a star; x = no result given. These rows are one share of the data; rates above refer to the full screens.

SMILES	MBD2 inh	HTRA1 inh	mABHD4 FP	SIAE primary	TCR CD3 inh	GC-B act	LEDGF integ inh	PRMT1 FP inh	rCAG RNA binder	TDP2 inh
O=C(N=C1N=C2C=CC=CN2Cc2ccccc21)c1ccc(S(=O)(=O)N2CCOCC2)cc1	0	4	-8	1	6	-2	4	-8	-2	-9
Cc1nnc(NC(=O)C2CC(=O)N(c3ccc4c(c3)OCCO4)C2)s1 (centres undefined)	3	3	1	-4	0	-2	4	-5	0	-1
Cc1ccc(NC(=O)COS(=O)c2ccc(C)cc2)cc1 (centres undefined)	-4	2	1	9	10	3	0	0	1	-10
COc1ccccc1C(=O)C1CCCN(Cc2cn[nH]c2C2CCCCC2)C1 (centres undefined)	0	3	-7	-1	12	-14	5	0	-6	5
COc1cc(/C=C/c2nc3ccccc3s2)cc(OC)c1O	0	12	-7	-34	-1	2	3	5	7	-13
CCc1n[nH]c2c1/C(=N\O)CC(c1ccccc1)C2 (centres undefined)	1	6	1	6	-6	-3	2	-1	3	4
O=c1[nH]c2ccccc2n2c(-c3ccccc3)nnc12	-7	-4	43*	7	14	-15	4	85*	6	-3
C=CCNc1nc(N)c(C(=O)c2ccc3c(c2)OCO3)s1	-3	1	-2	1	3	-24	0	-1	1	-12
Cc1ccc(CN(CC(=O)N/N=C/c2ccccc2[N+](=O)[O-])S(=O)(=O)c2ccc(C)cc2)cc1	-1	-56	-16	-17	-2	-3	2	-2	7	-2
COc1ccc(NC(=O)CN(C)C(=O)c2cn(-c3ccccc3)nc2-c2cccs2)cc1	-3	-32	-3	15	-8	2	2	-4	5	0
O=C(N[C@H]1C/C=C\C(c2ccc(F)cc2)N(Cc2ccccc2)C(=O)C1)OCC1c2ccccc2-c2ccccc21 (some centres undefined)	-3	-33	-1	-2	8	-8	0	3	5	-6
CCSc1nnc(-c2ccccc2N=Cc2c(C)[nH]n(-c3ccccc3)c2=O)c(=O)[nH]1	-25	1	10	-3	7	-2	5	0	19	10
CCCC#Cc1ccc2c(c1)O[C@H](CN(C)C(=O)CC1CC1)[C@H](C)CN([C@@H](C)CO)S2(=O)=O	11	-6	-4	1	-9	-4	-4	2	3	4
Cc1ccc(/C=C/S(=O)(=O)NCC(=O)OCC(=O)N2CC(=O)Nc3ccccc32)cc1	6	-7	-4	-7	0	-9	-3	4	2	-8
CCN(c1ccc(NC(=O)CSc2nnc3nc(C)cc(C)n23)cc1)C(C)C	5	8	-1	-1	-3	-4	-2	4	20	-5
O=C(NCCCN1CCOCC1)c1ccc2c(=O)n(-c3ccc(F)c(Cl)c3)c(=S)[nH]c2c1	4	-26	-9	-5	-9	2	4	-5	5	-12
CCCCCc1c(-c2ccccc2)ncn1CCc1ccccc1OC	0	x	-4	4	10	-5	4	3	2	0
COc1ccc(C(=O)NCCS(=O)(=O)NCc2ccc3c(c2)OCO3)cc1	-1	3	-3	0	1	1	5	-2	-2	7
COc1ccc(OC)c(CNCc2ccc3c(c2)OCO3)c1	3	-2	6	-5	-5	-1	-4	2	4	14
O=C(Nc1cccc([N+](=O)[O-])c1)Nc1cccc([N+](=O)[O-])c1	5	-12	-2	-25	-7	0	0	1	13	7
Cc1cccc(C)c1OCC(O)CNC(C)C (centres undefined)	5	-2	6	-4	2	1	2	1	0	4
COc1ccc(-n2c(SCC(=O)O)nnc2-c2ccc(NC(=O)c3ccccc3)cc2)cc1	1	-1	7	3	5	-1	1	1	11	0
Cc1c(C=NNC(=O)c2ccc(Br)cc2)c2ccccn2c1C(=O)c1ccncc1	0	-2	5	5	7	1	-1	-2	5	-2
COC(=O)C1=C(C)NC2=C(C(=O)CCC2)C1c1cn(Cc2ccc(Cl)cc2Cl)nc1-c1ccccc1 (centres undefined)	4	-32	-8	-11	-5	-21	3	1	6	-10
CCC(=O)Nc1ccc(NC(=O)CSc2nnnn2C(C)C)cc1	-2	-1	-5	-1	-1	-1	-2	3	-1	-8
COc1ccc(C(=O)Nc2ccc(S(=O)(=O)Nc3nccnc3OC)cc2)cc1	-5	8	4	1	-1	4	2	-5	4	-3
CCOC(=O)c1cccnc1SCc1cc(=O)n2ccccc2n1	-1	-4	1	6	-1	-6	4	1	-3	16
CC1CC(C)CN(C(=O)COc2ccc([N+](=O)[O-])cc2Cl)C1 (centres undefined)	-1	-1	-2	5	-7	-5	2	-5	-5	-4
O=C(CCN1C(=O)/C(=C/c2ccc(F)cc2)SC1=S)NC1C=CS(=O)(=O)C1 (centres undefined)	12	11	-9	-6	-3	-3	-3	1	2	9
Cc1ccc(C)c(NC(=O)CSc2n[nH]c(-c3ccncc3)n2)c1	-1	-1	7	-3	1	-7	1	-1	1	6
S=c1[nH]nc(COc2ccccc2)n1/N=C/c1ccc(Cl)cc1	-4	-14	-7	10	4	-9	-1	7	44*	5
O=C(NCCO)OC1CC2CC1[C@H]1CCCCN1C2=O (some centres undefined)	-2	x	9	3	0	4	-1	-1	2	-1
CCOc1ccc(NC2c3ccccc3C(=O)N2c2ccc(Cl)cn2)cc1 (centres undefined)	-1	4	-4	2	1	-5	3	0	1	9
CCOC(=O)N1CCN(C(=O)CN(c2ccc(OCc3ccccc3)cc2)S(C)(=O)=O)CC1	3	1	-8	4	-2	10	0	0	-3	1
COc1ccc(S(=O)(=O)N(C)c2ccc(C(=O)N3CCCC3)cc2)cc1OC	-5	5	2	4	1	1	-2	-3	-2	-17
Cc1ccc(C)c(S(=O)(=O)N2CCC3(CC2)OCCN3S(=O)(=O)c2cccs2)c1	-2	3	-4	6	-2	4	0	-4	0	-13
COc1ccc(-c2csc(NC(=O)CSCc3c(C)noc3C)n2)cc1OC	-1	-1	4	-5	11	5	3	-2	3	-2
CC(=O)Nc1ccc(OCC(O)CN2CCCCC2C)cc1 (centres undefined)	2	5	6	3	-6	-1	-9	1	1	0
CN1CC(=O)Nc2ccc(Br)cc2C1=O	2	2	-1	-3	-4	-1	3	0	2	-9
CC(=O)NC(CC(=O)Nc1nc(C)cs1)c1ccccc1 (centres undefined)	-4	4	-2	-1	-2	0	-2	0	-3	-5

Shown with two lines to a compound: part of the list above.
Value order – MBD2 inh, HTRA1 inh, mABHD4 FP, SIAE primary, TCR CD3 inh, GC-B act, LEDGF integ inh, PRMT1 FP inh, rCAG RNA binder, TDP2 inh
- CC(=O)NC(CC(=O)Nc1nc(C)cs1)c1ccccc1 (centres undefined)
 : -4, 4, -2, -1, -2, 0, -2, 0, -3, -5
- CCOC(=O)N1CCN(C(=O)CN(c2ccc(OCc3ccccc3)cc2)S(C)(=O)=O)CC1
 : 3, 1, -8, 4, -2, 10, 0, 0, -3, 1
- O=C(NCCO)OC1CC2CC1[C@H]1CCCCN1C2=O (some centres undefined)
 : -2, x, 9, 3, 0, 4, -1, -1, 2, -1
- COc1ccccc1C(=O)C1CCCN(Cc2cn[nH]c2C2CCCCC2)C1 (centres undefined)
 : 0, 3, -7, -1, 12, -14, 5, 0, -6, 5

(listing goes on)
SMILES	MBD2 inh	HTRA1 inh	mABHD4 FP	SIAE primary	TCR CD3 inh	GC-B act	LEDGF integ inh	PRMT1 FP inh	rCAG RNA binder	TDP2 inh
O=C1CCCCCCCCCC/C(=N\O)CCCO1	0	x	1	0	-1	2	-5	1	-11	4
O=C(CN1CCN(S(=O)(=O)c2ccccc2)CC1)NCc1ccccc1	-6	2	2	2	10	-3	1	0	-1	9
O=[N+]([O-])c1cc(F)c(N2CCOCC2)cc1N1CCCCC1	-5	-2	3	5	-4	5	4	2	-2	-10
C[C@H](CO)N1C[C@H](C)[C@@H](CN(C)C(=O)Nc2ccc3c(c2)OCO3)Oc2ccc(NC(=O)CCN3CCOCC3)cc2C1=O	6	-3	-6	9	2	4	0	-3	8	14
Cc1cc(N2CCN(C(C(=O)NC3CCCC3)C(C)(C)C)CC2)c2ccccc2n1 (centres undefined)	1	x	4	8	2	-7	-1	4	-1	4
CCN(C[C@H]1N[C@@](Cc2ccccc2)(C(=O)OC)[C@H]2C(=O)N(Cc3ccccc3)C(=O)[C@@H]12)S(=O)(=O)c1ccccc1	-6	0	4	-4	0	-6	0	3	2	6
CCN(CC)S(=O)(=O)c1ccc2c(c1)N(CC(=O)NCCc1ccc(S(N)(=O)=O)cc1)C(=O)CO2	1	2	-2	3	3	-3	5	-2	9	-5
CCOC(=O)C1CCN(S(=O)(=O)c2cn(C)cn2)CC1	3	5	4	-2	0	8	-4	4	-2	1
N#CCCC(CCC#N)(CCC#N)c1cc[n+](CCc2ccccn2)cc1	-3	-1	2	10	7	3	2	1	3	3
COc1ccccc1C1=Nc2cccc3cccc(c23)N1	-5	60*	57*	13	2	-3	4	13	10	-5
CC(C)c1ccc(N(C(=O)CNC(=O)c2ccco2)C(C(=O)NC2CCCC2)c2ccncc2)cc1 (centres undefined)	-4	-3	2	7	0	2	2	-2	-9	-13
C=CCNc1oc(-c2cccc3ccccc23)nc1C#N	2	-41	3	-3	5	0	-1	-2	6	-11
CCCCSc1nc(O)cc(=O)n1CC	4	0	1	6	2	2	2	-2	5	9
COC(=O)C1=CN(c2ccc(OC)cc2)C(N)=C(C#N)C1c1cccc2ccccc12 (centres undefined)	4	x	10	7	1	-6	3	3	10	9
Cc1ccc(C2=NN(CC(=O)O)C(=O)CC2)cc1	-4	-5	2	4	-6	7	-2	4	0	-1
CC(C)NCC(=O)C12CC3CC(CC(C3)C1)C2	3	4	6	-4	0	2	2	-3	-2	-1
COc1ccc(C(=O)NCCn2cc(SCC(=O)NCC3CCCO3)c3ccccc32)cc1OC (centres undefined)	-3	-2	0	-5	1	5	1	2	1	-11
Cc1ccc([C@H]2C[C@H](n3cc(C4CC4)nn3)[C@@H](O)CN2C(=O)C2CCCCC2)cc1	3	-4	-1	1	2	-12	2	-5	1	5
Cc1onc(-c2c(F)cccc2Cl)c1C(=O)NCCO	1	3	0	3	2	-3	-2	-6	-1	16
CCn1c(=O)c2cc(C(=O)NCc3cccs3)sc2c2ccccc21	-4	-2	-3	-3	-1	3	2	-5	0	4
CCOC(=O)Cn1c(=O)oc2cc(S(=O)(=O)N3CCN(C(=O)OCC)CC3)ccc21	3	0	4	-2	-7	1	-4	14	-3	1
Cc1ccc(OCc2nnc(NC(=O)Cc3cccs3)s2)cc1	1	x	-4	-3	-2	1	0	-1	4	-10
COc1ccc(C2c3[nH]c4ccccc4c3CCN2CCCn2cccn2)c(F)c1 (centres undefined)	-8	-14	0	4	8	3	0	0	-3	-4

Source: PubChem BioAssay
